Compound activity from PubChem.
IDH1 mut inh = inhibitors of human IDH1 R132H; O75874; IDH1 R132H reductase, diaphorase/resazurin fluorescence, 60 min; inhibition, % at 10 µM; 70,000 compounds, 0.18% hits; AID 624101; in the data active means inhibition above about 34%;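 further: 0% = DMSO and 100% = no enzyme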
PRC2 inh = inhibitors of human EZH2/PRC2 methyltransferase; Q15910; PRC2 H3K27 methylation, DELFIA TRF, 1 h; inhibition, % at 12.5 µM; 57,000 compounds, 0.35% hits; AID 651548;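 active means mean inhibition of replicates at least 50% and every single replicate also reaching 50%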;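 further: dimethyl H3K27 on biotinylated H3 21-44 peptide detected by antibody; plate controls were median neutral control wells for no effect and median positive control wells for full effect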
Target sequence (Q15910 whole entry, looked up): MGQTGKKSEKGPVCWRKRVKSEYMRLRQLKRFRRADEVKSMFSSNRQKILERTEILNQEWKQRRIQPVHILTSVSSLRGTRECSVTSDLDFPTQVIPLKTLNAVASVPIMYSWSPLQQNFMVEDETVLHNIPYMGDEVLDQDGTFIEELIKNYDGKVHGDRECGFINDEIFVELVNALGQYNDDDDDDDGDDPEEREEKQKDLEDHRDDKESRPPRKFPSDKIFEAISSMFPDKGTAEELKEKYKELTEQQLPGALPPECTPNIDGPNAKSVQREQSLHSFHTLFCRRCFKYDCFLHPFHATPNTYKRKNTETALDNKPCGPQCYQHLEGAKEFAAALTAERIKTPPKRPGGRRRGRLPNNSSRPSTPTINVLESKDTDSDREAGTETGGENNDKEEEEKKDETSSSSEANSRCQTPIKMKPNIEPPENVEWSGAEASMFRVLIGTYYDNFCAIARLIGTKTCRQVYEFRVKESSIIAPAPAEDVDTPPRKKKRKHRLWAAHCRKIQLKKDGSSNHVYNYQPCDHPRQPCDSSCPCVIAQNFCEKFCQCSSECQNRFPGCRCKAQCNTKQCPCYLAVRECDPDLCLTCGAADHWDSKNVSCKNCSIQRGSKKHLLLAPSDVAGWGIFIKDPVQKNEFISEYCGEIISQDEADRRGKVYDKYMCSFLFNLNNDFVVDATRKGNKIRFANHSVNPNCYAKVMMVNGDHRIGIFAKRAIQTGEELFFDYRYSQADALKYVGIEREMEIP
Numbers without * were called inactive; · = no result given. These rows are one share of the data; rates above refer to the full screens.

SMILES	IDH1 mut inh	PRC2 inh
COc1ccc(S(=O)(=O)Nc2ccc3c(c2)C(=O)N([C@@H](C)CO)C[C@H](C)[C@@H](CN(C)C(=O)Nc2cccc4ccccc24)O3)cc1	-0.3	·
C[C@@H]1CN([C@H](C)CO)C(=O)c2cc(NC(=O)CCC(F)(F)F)ccc2O[C@@H](C)CCCCO[C@@H]1CN(C)C(=O)c1ccncc1	0.7	·
CO[C@@H]1CN(C)C(=O)c2ccc(NS(=O)(=O)c3ccc(Cl)cc3)cc2OC[C@@H](C)N(C(=O)NC(C)C)C[C@H]1C	0.2	5.5
CO[C@@H]1CN(C)C(=O)c2cc(NS(C)(=O)=O)ccc2OC[C@@H](C)N(Cc2nccs2)C[C@@H]1C	0.2	-6.9
CNC[C@H]1OCCCC[C@H](C)Oc2ccc(NC(=O)NC(C)C)cc2C(=O)N([C@@H](C)CO)C[C@H]1C	5.7	-0.9
Cc1cc(C)c(S(=O)(=O)N(C)CC(=O)Nc2cc(Cl)ccc2C)c(C)c1	-0.8	24.7
C[C@H]1CN([C@@H](C)CO)C(=O)c2cc(/C=C/c3ccccc3)cnc2O[C@@H]1CN(C)Cc1ccccc1	-0.4	2.6
CCC(=O)Nc1ccc2c(c1)C(=O)N(C)C[C@H](OC)[C@H](C)CN(C(=O)c1ccc(F)cc1)[C@H](C)CO2	-0.2	1.6
Cc1ccc(-c2ccc3c(c2)O[C@@H](CN(C)Cc2cccc(C(=O)O)c2)[C@H](C)CN([C@@H](C)CO)S3(=O)=O)cc1	6.4	38.2
O=C(NO)c1ccc(C(=O)N/N=C/c2ccc(O)cc2Br)cc1	1.4	4.1
COc1ccc(S(=O)(=O)Nc2ccc3c(c2)C(=O)N([C@H](C)CO)C[C@H](C)[C@H](CN(C)Cc2ccc4c(c2)OCO4)O3)cc1	-1.9	·
C[C@H]1CCCCO[C@H](CN(C)C(=O)NC2CCCCC2)[C@@H](C)CN([C@@H](C)CO)C(=O)c2cc(N(C)C)ccc2O1	-2.6	-6.9
C[C@H](CO)N1C[C@H](C)[C@@H](CN(C)C)Oc2ccc(NC(=O)CCCN(C)C)cc2C1=O	3.6	·
Cn1c(Cc2ccc(Cl)cc2)nnc1SCc1nc2ccccc2c(=O)n1-c1cccc(C(F)(F)F)c1	0.9	-5.8
C[C@@H]1CN([C@@H](C)CO)S(=O)(=O)c2ccc(C#Cc3ccccc3)cc2O[C@H]1CN(C)C	1.3	17.7
C[C@@H]1CCCCO[C@@H](CN(C)Cc2ccncc2)[C@H](C)CN([C@H](C)CO)C(=O)c2cc(NS(C)(=O)=O)ccc2O1	5.1	-5.2
C[C@@H]1CN([C@@H](C)CO)C(=O)c2cc(NC(=O)Nc3ccc(F)cc3)ccc2O[C@@H](C)CCCCO[C@@H]1CN(C)C	1.9	-19.8
C[C@@H]1CN([C@H](C)CO)C(=O)c2cccc(NS(=O)(=O)c3ccc(Cl)cc3)c2O[C@@H]1CN(C)Cc1ccccc1	1.5	-0.2
C[C@@H]1CN([C@@H](C)CO)C(=O)c2cc(NS(=O)(=O)c3ccc(F)cc3)ccc2O[C@@H](C)CCCCO[C@H]1CN(C)C	3.8	0.8
O=C(NC1CCCCC1)N[C@@H]1CC[C@@H](CCNS(=O)(=O)c2ccc(F)cc2)O[C@H]1CO	0.1	4.5
COc1cccc(S(=O)(=O)N(C)C[C@@H]2Oc3ncc(C#CCN(C)C)cc3C(=O)N([C@@H](C)CO)C[C@H]2C)c1	-0.8	·
C[C@@H]1CCCCO[C@@H](CN(C)C(=O)Nc2ccc(C(F)(F)F)cc2)[C@H](C)CN([C@@H](C)CO)C(=O)c2cc(NC(=O)Nc3ccc4c(c3)OCO4)ccc2O1	2.7	·
C[C@@H]1CN([C@H](C)CO)S(=O)(=O)c2ccc(C#Cc3ccncc3)cc2O[C@@H]1CN(C)C(=O)C1CCOCC1	·	10.4
CNC[C@@H]1Oc2ncc(-c3cccc(C(=O)N(C)C)c3)cc2C(=O)N([C@@H](C)CO)C[C@H]1C	4.8	11.8
C[C@@H]1CN([C@H](C)CO)C(=O)c2cc(-c3cccc(F)c3)cnc2O[C@@H]1CN(C)CC1CCOCC1	-0.4	-3.6
O=C(Cc1ccncc1)NCC[C@@H]1CC[C@H](NC(=O)Nc2cccc(F)c2)[C@H](CO)O1	0.0	8.2
Cc1cc([N+](=O)[O-])nn1CC(=O)Nc1ccc(F)cc1	0.0	-9.9
C[C@H]1CN([C@@H](C)CO)C(=O)Cc2cc(NC(=O)Cc3ccccc3)ccc2O[C@H]1CN(C)Cc1ccc2c(c1)OCO2	0.1	-16.2
C[C@@H]1CN([C@@H](C)CO)S(=O)(=O)c2ccc(-c3cccc(C#N)c3)cc2O[C@H]1CN(C)C(=O)c1ccc(F)cc1	0.2	-11.0
O=C(C[C@H]1C[C@H]2c3cc(NC(=O)C4CCC4)ccc3O[C@H]2[C@H](CO)O1)NCCN1CCCCC1	-0.9	-3.7
C[C@@H]1CN([C@@H](C)CO)C(=O)c2cccc(N(C)C)c2O[C@@H]1CN(C)S(C)(=O)=O	·	-2.1
COc1ccc(S(=O)(=O)N(C)C[C@H]2Oc3ccc(NC(=O)NC(C)C)cc3CC(=O)N([C@H](C)CO)C[C@H]2C)cc1	-0.8	·
Cc1noc(C)c1NC(=O)N[C@@H]1CC[C@@H](CCNC(=O)C2CCCC2)O[C@H]1CO	0.1	3.9
C[C@@H]1CN([C@@H](C)CO)C(=O)c2cccc(NS(=O)(=O)c3ccc(Cl)cc3)c2O[C@H]1CN(C)Cc1ccccc1	2.9	-1.4
C[C@H]1CN([C@@H](C)CO)C(=O)Cc2cc(NS(C)(=O)=O)ccc2O[C@H]1CN(C)Cc1ccc(C(=O)O)cc1	0.2	·
CC(C)NC(=O)N(C)C[C@H]1Oc2ccc(NC(=O)Nc3ccc(F)cc3)cc2C(=O)N([C@H](C)CO)C[C@H]1C	1.4	-3.6
O=C(NC1CC1)C1=C[C@@H](c2coc3ccccc3c2=O)C[C@@H](OCc2ccc(CO)cc2)O1	·	-0.6
O=C(C[C@@H]1CC[C@@H](NC(=O)CC2CC2)[C@@H](CO)O1)NCc1ccc(-c2ccccc2)cc1	-0.7	-1.7
C[C@@H]1CN([C@@H](C)CO)C(=O)c2cc(-c3ccccc3F)cnc2O[C@H]1CN(C)C(=O)C1CC1	0.6	12.2
Cc1c(OCC(=O)Nc2ccc3c(c2)OCCO3)ccc2c1oc(=O)c1ccccc12	-0.2	·
Cc1noc(C)c1NC(=O)N[C@@H]1CC[C@H](CCNC(=O)C2CCOCC2)O[C@H]1CO	0.1	15.3
CO[C@H]1CN(C)C(=O)c2cc(NC(=O)C3CCC3)ccc2OC[C@@H](C)N(Cc2ccc(F)cc2)C[C@H]1C	0.5	-9.0
Cc1noc(C)c1NC(=O)Nc1ccc2c(c1)C(=O)N([C@@H](C)CO)C[C@H](C)[C@@H](CN(C)C)OCCCC[C@@H](C)O2	-0.2	-2.1
COc1ccc(NC(=O)Nc2ccc3c(c2)[C@@H]2C[C@@H](CC(=O)N(C)C)O[C@H](CO)[C@@H]2O3)cc1	0.2	2.9
O=C(NCc1ccccn1)c1ccc(NC(=O)c2ccco2)cc1	-0.6	-3.0

Taken from above.
IDH1 mut inh result of COc1ccc(S(=O)(=O)N(C)C[C@H]2Oc3ccc(NC(=O)NC(C)C)cc3CC(=O)N([C@H](C)CO)C[C@H]2C)cc1 : -0.8
IDH1 mut inh result of O=C(NCc1ccccn1)c1ccc(NC(=O)c2ccco2)cc1 : -0.6

The results go on.
SMILES	IDH1 mut inh	PRC2 inh
C[C@@H]1CN([C@H](C)CO)C(=O)c2cc(NC(=O)C3CCCCC3)ccc2O[C@@H](C)CCCCO[C@H]1CN(C)Cc1ccc(C(=O)O)cc1	2.0	·
O=C(Nc1ccccc1)Nc1ccc2c(c1)[C@@H]1C[C@H](CC(=O)N3CCOCC3)O[C@@H](CO)[C@@H]1O2	-0.1	-4.6
COCC(=O)N(C)C[C@H]1Oc2ncc(-c3cccc(OC)c3)cc2C(=O)N([C@H](C)CO)C[C@H]1C	0.1	·
C[C@H]1CN([C@@H](C)CO)C(=O)Cc2cc(NC(=O)Nc3ccc4c(c3)OCO4)ccc2O[C@H]1CN(C)Cc1ccc(C(F)(F)F)cc1	2.7	·
C[C@@H]1CCCCO[C@@H](CN(C)C(=O)Nc2ccccc2)[C@H](C)CN([C@H](C)CO)C(=O)c2cc(NS(=O)(=O)c3ccccc3)ccc2O1	1.3	·
CC(C)CC#Cc1ccc2c(c1)O[C@@H](CN(C)C(=O)NC(C)C)[C@H](C)CN([C@@H](C)CO)S2(=O)=O	36.0*	-14.0
C[C@@H]1CN([C@H](C)CO)C(=O)c2cc(NC(=O)CCCN(C)C)ccc2O[C@H]1CN(C)C	4.4	·
C[C@H]1CN([C@@H](C)CO)S(=O)(=O)c2ccc(-c3cccnc3)cc2O[C@@H]1CN(C)CC1CCOCC1	·	-2.0
Cc1ccccc1-c1nnc(SCC(=O)Nc2ccc3c(c2)OCCO3)n1C	0.0	-9.1
Cc1cc(OCC(=O)Nc2ncn[nH]2)c(C)cc1Br	0.5	-6.2
O=C(CCN1CCCCC1)N[C@@H]1CC[C@@H](CCNS(=O)(=O)c2ccc(Cl)cc2)O[C@H]1CO	0.4	-7.8
CO[C@@H]1CN(C)C(=O)c2cc(NC(C)=O)ccc2OC[C@H](C)NC[C@@H]1C	0.2	-1.4
C[C@@H]1CN([C@@H](C)CO)C(=O)c2cccc(NS(=O)(=O)c3cn(C)cn3)c2O[C@@H]1CN(C)Cc1ccc(C(F)(F)F)cc1	0.5	10.3
CC(C)C#Cc1ccc2c(c1)O[C@H](CN(C)C)[C@@H](C)CN([C@H](C)CO)S2(=O)=O	0.0	-3.7
CO[C@H](CN(C)C(=O)c1cnccn1)[C@H](C)CN([C@H](C)CO)S(=O)(=O)c1ccccc1	0.0	-3.0
C[C@H]1CN([C@@H](C)CO)C(=O)Cc2cc(NC(=O)Nc3cccc4ccccc34)ccc2O[C@@H]1CN(C)C	-0.1	·
O=C(NCC[C@H]1CC[C@H](NC(=O)C2CCCCC2)[C@@H](CO)O1)Nc1ccc(Cl)cc1	0.3	-1.1
C[C@H]1CN([C@@H](C)CO)C(=O)c2cc(/C=C/c3ccccc3)cnc2O[C@@H]1CN(C)C(=O)Cc1cccnc1	·	3.8
C[C@H]1CN([C@@H](C)CO)C(=O)c2cc(NC(=O)Cc3ccccc3)ccc2O[C@H]1CN(C)Cc1ccncc1	0.3	-4.4
Oc1ccccc1CNc1ccc2c(c1)ncn2C1CCCCC1	0.3	8.7
CO[C@H]1CN(C)C(=O)c2cc(C#N)ccc2OC[C@H]2O[C@@H](CC[C@H]2OC)CCN(C)C(=O)[C@H]1C	0.2	-7.3
Cc1ccc(N2C(=O)c3oc4cc(C)c(C)cc4c(=O)c3C2c2ccc(O)cc2)nc1 (centres undefined)	-1.8	-6.3
Cc1nc2ccc(F)cc2cc1C(=O)NCc1ccco1	-0.2	5.5
C[C@H]1CN([C@@H](C)CO)C(=O)c2cccc(NS(C)(=O)=O)c2O[C@H]1CN(C)Cc1ccncc1	1.7	8.2
COc1ccc(S(=O)(=O)N(C)C[C@@H]2OCCCC[C@@H](C)Oc3ccc(NC(=O)c4ccccc4)cc3C(=O)N([C@@H](C)CO)C[C@H]2C)cc1	1.3	·
COCC(=O)N(C)C[C@@H]1Oc2ncc(C#Cc3ccccc3OC)cc2C(=O)N([C@@H](C)CO)C[C@@H]1C	-2.3	-2.0
O=C(C[C@@H]1CC[C@@H](NC(=O)C2CCC2)[C@H](CO)O1)NC1CCC1	-0.1	2.5
CC(C)NC(=O)Nc1ccc2c(c1)C(=O)N([C@H](C)CO)C[C@@H](C)[C@@H](CN(C)C(=O)NC(C)C)OCCCC[C@H](C)O2	·	-3.9
Cc1noc(C)c1NC(=O)N(C)C[C@H]1Oc2ccc(NS(=O)(=O)c3ccccc3)cc2CC(=O)N([C@@H](C)CO)C[C@@H]1C	-24.8	·
C[C@H](CO)N1C[C@H](C)[C@@H](CN(C)Cc2ccc3c(c2)OCO3)Oc2ncc(/C=C/c3ccccc3)cc2C1=O	-2.5	-16.0

Given as a markdown table: part of the list above.
| Compound | IDH1 mut inh | PRC2 inh |
| --- | --- | --- |
| C[C@H]1CN([C@@H](C)CO)C(=O)c2cc(NC(=O)Cc3ccccc3)ccc2O[C@H]1CN(C)Cc1ccncc1 | 0.3 | -4.4 |
| Oc1ccccc1CNc1ccc2c(c1)ncn2C1CCCCC1 | 0.3 | 8.7 |
| CO[C@H]1CN(C)C(=O)c2cc(C#N)ccc2OC[C@H]2O[C@@H](CC[C@H]2OC)CCN(C)C(=O)[C@H]1C | 0.2 | -7.3 |
| Cc1ccc(N2C(=O)c3oc4cc(C)c(C)cc4c(=O)c3C2c2ccc(O)cc2)nc1 (centres undefined) | -1.8 | -6.3 |
| Cc1nc2ccc(F)cc2cc1C(=O)NCc1ccco1 | -0.2 | 5.5 |

Ordered by heavy-atom count (falling): three of the compounds above
SMILES	IDH1 mut inh	PRC2 inh
C[C@H](CO)N1C[C@H](C)[C@@H](CN(C)Cc2ccc3c(c2)OCO3)Oc2ncc(/C=C/c3ccccc3)cc2C1=O	-2.5	-16.0
C[C@H]1CN([C@@H](C)CO)C(=O)c2cc(/C=C/c3ccccc3)cnc2O[C@@H]1CN(C)C(=O)Cc1cccnc1	·	3.8
O=C(C[C@@H]1CC[C@@H](NC(=O)C2CCC2)[C@H](CO)O1)NC1CCC1	-0.1	2.5

Further records
SMILES	IDH1 mut inh	PRC2 inh
COc1ccc2[nH]c(C(=O)O)c(CCC(=O)O)c2c1	2.5	13.7
CCO[C@H]1OC(C(=O)N2CCCCCCC2)=C[C@@H](C2CC2)[C@@H]1CCCO	·	8.3
CCCNC(=O)Nc1ccc2c(c1)C(=O)N(C)C[C@@H](OC)[C@@H](C)CN(C(=O)C1CCCCC1)[C@@H](C)CO2	-0.4	-3.0
C[C@H](CO)N1C[C@H](C)[C@@H](CN(C)C(=O)C2CC2)Oc2cc(-c3cccc(F)c3)ccc2S1(=O)=O	-0.3	5.4
COc1ccc(NC(=O)Nc2ccc3c(c2)C(=O)N([C@H](C)CO)C[C@H](C)[C@@H](CN(C)S(=O)(=O)c2ccc(OC)cc2)OCCCC[C@H](C)O3)cc1	-8.3	·
